Screens as filed in PubChem BioAssay.
GALK inhibitor = inhibitors of human galactokinase; P51570; Purified GALK, Kinase-Glo residual ATP luminescence; Potency, µM (top dose mostly 57.5 µM), for the others: at the highest dose activity change, negative = inhibition, actives largely listed as inhibitors; 0.007% of 270,000 active; further: potency means the concentration at half of the fitted maximal effect
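Luminescence from leftover ATP (Ultra-Glo luciferase/luciferin) served as read-out after a 1 h room-temperature reaction of 5 nM GALK with 35 uM ATP and 100 uM galactose.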
B2AR arrestin = agonists driving beta-arrestin recruitment to human beta2-adrenergic receptor. P07550. beta-arrestin recruitment to beta2AR, cell-based reporter. Potency, µM (titrated, usually from 46.1 µM), without a hit: at the top dose activation, usual class: activators. 0.02% of 330,000 active;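 further: potency means the concentration at half of the fitted maximal effect; 0% = DMSO controls and full agonism = EC100 isoproterenol or metaproterenol; nearly all actives have a fitted effect of over 65% in size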
Target sequence (P07550 whole entry, looked up): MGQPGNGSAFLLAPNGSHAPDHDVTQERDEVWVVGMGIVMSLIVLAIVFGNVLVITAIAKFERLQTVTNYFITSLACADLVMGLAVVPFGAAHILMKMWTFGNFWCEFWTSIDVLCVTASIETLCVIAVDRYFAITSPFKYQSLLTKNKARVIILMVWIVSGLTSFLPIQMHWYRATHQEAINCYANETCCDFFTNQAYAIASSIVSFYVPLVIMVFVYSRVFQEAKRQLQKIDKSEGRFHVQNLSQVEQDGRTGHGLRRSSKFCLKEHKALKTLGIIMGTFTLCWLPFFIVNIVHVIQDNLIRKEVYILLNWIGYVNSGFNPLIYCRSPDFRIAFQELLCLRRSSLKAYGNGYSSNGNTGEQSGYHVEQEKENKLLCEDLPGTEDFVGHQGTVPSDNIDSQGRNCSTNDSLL
uPA generation = cell surface uPA generation inhibition | 0.31% of 330,000 active | cell surface uPA generation assay, qHTS | Potency, µM (highest dose often 38.3 µM), for inactives: at the top dose activity change, negative = inhibition, most hits filed as inhibitors; active means well fitted inhibition curve with a large enough effect; inconclusive means small, poorly fitted or top-dose-only effect; inactive means no such curve, though single readings can be large or run the other way; tested in mouse RAW 264.7 cells; further: potency means the concentration at half of the fitted maximal effect; nearly all actives have a fitted effect of over 55% in size
PKM2 activator = PKM2 (human) enzyme activation; purified PKM2, Kinase-Glo ATP luminescence, activation; response scale: 0% is enzyme alone, no compound; Potency, µM (highest dose often 57.5 µM), for inactives: at the top dose activation, usual class: activators; 0.34% of 260,000 active; AID 1631; P14618; further: potency means the concentration at half of the fitted maximal effect; nearly all actives have a fitted effect of over 55% in size
Target sequence (P14618 whole entry, looked up): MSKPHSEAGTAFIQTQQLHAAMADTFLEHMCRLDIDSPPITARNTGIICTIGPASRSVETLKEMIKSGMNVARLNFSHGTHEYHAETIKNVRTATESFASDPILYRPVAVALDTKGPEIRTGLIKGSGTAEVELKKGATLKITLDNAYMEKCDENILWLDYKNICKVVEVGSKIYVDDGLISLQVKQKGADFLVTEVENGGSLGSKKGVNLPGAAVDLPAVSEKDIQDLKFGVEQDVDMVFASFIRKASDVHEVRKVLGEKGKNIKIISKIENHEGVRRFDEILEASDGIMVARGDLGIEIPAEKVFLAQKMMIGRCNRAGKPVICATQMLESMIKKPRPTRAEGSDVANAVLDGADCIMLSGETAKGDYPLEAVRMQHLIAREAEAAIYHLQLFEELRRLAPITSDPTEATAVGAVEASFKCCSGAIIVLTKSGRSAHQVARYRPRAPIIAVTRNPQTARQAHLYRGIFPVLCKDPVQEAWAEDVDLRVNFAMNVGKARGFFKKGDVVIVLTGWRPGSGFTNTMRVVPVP
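Purified hPK-M2 (>95% pure) converted ADP (0.1 mM final) to ATP with 0.5 mM PEP in 50 mM imidazole pH7.2, KCl, MgCl2, Tween 20, BSA; 1 h at room temperature. ATP detected by Kinase-Glo luminescence.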
Giardia killer = Giardia lamblia killing | activity change, % at 7.66 µM, hits read low | 0.15% of 340,000 active | Giardia lamblia trophozoite viability; in the data active means activity change below about -80%; inconclusive means between about -30% and that limit;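 further: parasites exposed to compound for two days anaerobically before the ATP read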
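Viability, read as ATP luminescence: trophozoites at 100 cells/well, compound added, 48 hrs anaerobic at 37 deg C, then 15-30 min room-temperature development before reading.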
KCNH2 3.1 inh = inhibitors of human KCNH2 3.1 potassium channel isoform; AID 720553; U2OS KCNH2 3.1, thallium flux FluxOr; hits give low values; 0.95% of 340,000 active; activity change, % (tested at about 1.8 µM);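 active means maximum activity change below -70%; inconclusive means maximum activity change from -70% to -50%; inactive means maximum activity change above -50%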;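 further: thallium influx rate constant from kinetic fluorescence after stimulation buffer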
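We transduce U2OS cells with the mutant 3.1 virus, culture them overnight, load FluxOr with Red40 quencher for 45 min, then add stimulation buffer and read kinetically for 2 min to derive a normalized rate constant.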
USP2a block = blocks human ubiquitin-specific protease USP2a. AID 463254. O75604. USP2 core, Ub-CHOP2 coupled fluorogenic reporter, 485/531. 0.01% of 330,000 active. Potency, µM (highest dose often 38.3 µM), for inactives: at the top dose activity change, negative = inhibition, actives largely listed as inhibitors;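 further: potency means the concentration at half of the fitted maximal effect; plate controls were DMSO wells for no effect and full inhibition by NEM control for full effect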
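Cell-free coupled assay: 10nM USP2 core preincubated 30min RT with compound in Tris-HCl pH 8.0/CaCl2/CHAPS buffer, then 25nM Ub-CHOP2 and 25nM reporter substrate; fluorescence (Ex 485/Em 531) read after 60min RT, normalized to NEM inhibition, concentration-response curves fitted.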
Chronic BCR inh = inhibitors of chronic active B-cell receptor signaling; ABC-DLBCL IkBa-CBG/CBR reporter, luminescence ratio, 4 h; Potency, µM (titrated, usually from 46.1 µM), without a hit: at the top dose ratio change, negative = lower green/red ratio, hits mostly inhibitors; 0.05% of 340,000 active; AID 493014; active means well fitted inhibition curve with a large enough effect in the signal ratio, with a control signal flat, not every such curve was filed as active; inconclusive means small, poorly fitted or top-dose-only effect, or effect the other way, or a change in a side signal; the % refers to the signal ratio;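 further: potency means the concentration at half of the fitted maximal effect; plate controls were basal doxycycline-induced cells for no effect and cells given 10 µM MG132 for full effect; MG132 reads +100%, hits lower the ratio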
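Concentration-response series (up to 46 uM) were applied to TMD8 dual-reporter cells for 4 h at 37C with doxycycline. Green/red ratio, after filter-overlap correction, defined %Activity; red signal alone was normalised to basal cells and zero luminescence.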
hERG WT inh = KCNH2 (human, wildtype) channel inhibition. Q12809. U2OS, BacMam KCNH2, thallium flux FluxOr; hits give low values. activity change, % at 1.84 µM. 0.37% of 340,000 active. AID 720551;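 active means maximum activity change below -70%; inconclusive means maximum activity change between -70% and -50%; inactive means maximum activity change above -50%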
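U2OS cells transduced with wild-type KCNH2 virus are loaded with FluxOr dye for 45 min, and thallium flux is measured in kinetic reads before and after stimulation buffer. Rate constants are normalized to DMSO controls.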
Coupling enz = coupling enzyme interference in Giardia aldolase counter-screen. coupling enzyme system counterscreen, AmpLite Red fluorescence. AID 2472. activity change, negative = inhibition, % at 58.2 µM, hits read low. 0.67% of 290,000 active; in the data active means activity change below about -30%
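First, compound is pin-transferred into glyceraldehyde-3-phosphate coupling-enzyme reagent at 57.5 uM final and held 10 min at RT. Next, substrate, coupling system and AmpLite Red are added. After 20 min RT, fluorescence (525/598 nm) is read.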
Eya2 inh = inhibitors of human Eya2 phosphatase activity; recombinant Eya2, OMFP fluorescence dephosphorylation (OMFP is methylfluorescein phosphate); O00167; 0.006% of 330,000 active; AID 488837; Potency, µM (series often up to 76.9 µM), without a hit: at the highest dose activity, negative = inhibition, actives largely listed as inhibitors; further: potency means the concentration at half of the fitted maximal effect
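Eya2 protein (added as 0.2 uM solution) was preincubated with compound for 10 min at ambient temperature in 50 mM HEPES pH 7.5, 50 mM NaCl, 5 uM MgCl2, 0.05% BSA, 1 mM DTT. OMFP (added at 50 uM) then reacted 10 min; fluorescence read at 485/525 nm.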
* = called active by the depositor; ? = inconclusive; · = no result given; [ ] = dose if it differs, or a comment. Unless noted, the call rests on the fitted dose curve; in most records, active means well fitted curve in the direction sought with a large enough effect; inconclusive means small, poorly fitted or top-dose-only effect, or another doubt; inactive means no such curve, though single readings can be large; an effect the other way counts as inactive or inconclusive. Unless noted, on the % scale 0 is the no-effect control and ±100 the full control effect.

#	smiles	uPA generation	B2AR arrestin	Chronic BCR inh	hERG WT inh	USP2a block	GALK inhibitor
1	O=C(Nc1ccccc1N1CCOCC1)c1ccc(N2CCOCC2)c([N+](=O)[O-])c1	0%	-0.1%	-2%	-4	9%	1%
2	O=C(N/C(=C\c1ccco1)C(=O)N1CCCC1)c1ccccc1	1%	0.0%	-3%	0	-1%	5%
3	O=C(CSc1nc2ccccc2s1)Nc1ccc2c(c1)oc1ccccc12	3%	-0.1%	20%	-3	0%	2%
4	CCCN(Cc1ccccc1)C(=S)NC(=O)c1ccccc1[N+](=O)[O-]	1%	-0.2%	1%	-6	-2%	-1%
5	CC(=O)NCC(=O)OCc1ccc([N+](=O)[O-])cc1	3%	0.0%	?	-3	2%	·
6	OC(COc1ccccc1Cl)CN1CCN(CC(O)COc2ccccc2Cl)CC1 (stereo not given)	-8%	-0.3%	?	?	-2%	1%
7	COc1ccc(CN2CC(C(=O)NC3CCCCC3)CC2=O)cc1 (stereo not given)	1%	-0.3%	5%	-3	0%	6%
8	COc1ccccc1CNC(=O)CCNS(=O)(=O)c1cccc2nsnc12	15%	0.1%	-28%	1	-2%	0%

#	PKM2 activator	Giardia killer	Eya2 inh	Coupling enz	KCNH2 3.1 inh
1	1%	12	5%	-8	13
2	·	-23	3%	0	-8
3	-10%	2	0%	-1	25
4	1%	5	4%	2	35
5	2%	-17	12%	3	12
6	-4%	-8	19%[15.4 µM]	3	-82*
7	·	-20	-2%	·	-10
8	0%	0	11%	0	-10

Of the compounds above, these contain two or more sulfur atoms:
#	smiles	uPA generation	B2AR arrestin	Chronic BCR inh	hERG WT inh	USP2a block	GALK inhibitor
3	O=C(CSc1nc2ccccc2s1)Nc1ccc2c(c1)oc1ccccc12	3%	-0.1%	20%	-3	0%	2%
8	COc1ccccc1CNC(=O)CCNS(=O)(=O)c1cccc2nsnc12	15%	0.1%	-28%	1	-2%	0%

#	PKM2 activator	Giardia killer	Eya2 inh	Coupling enz	KCNH2 3.1 inh
3	-10%	2	0%	-1	25
8	0%	0	11%	0	-10

Continued.
#	smiles	uPA generation	B2AR arrestin	Chronic BCR inh	hERG WT inh	USP2a block	GALK inhibitor
9	CCC(CC)NC(=O)CSc1ccc(S(=O)(=O)N2CCOCC2)cn1	9%	0.0%	3%	-6	3%	·
10	Cc1ccccc1NC(=O)Cn1nnc(-c2ccc(N3CCOCC3)cc2)n1	3%	0.0%	2%	-18	3%	0%
11	COc1ccc(NC(=O)c2cc(-c3ccccc3Cl)on2)cc1	-26%	-0.7%	?	-12	-2%	5%
12	CCN(CC)C(=O)[C@H]1C[C@H](CC(=O)NCC23CC4CC(CC(C4)C2)C3)C(=O)N2CCc3c([nH]c4cc(-c5ccco5)ccc34)[C@]12C	4%	0.2%	-2%	-1	-1%	·
13	Cc1cc(N=Cc2cc(Br)ccc2O)no1	·	-0.6%	2%	-13	0%	2%
14	O=C(O)Cn1nnn(-c2ccccc2)c1=S	-1%	·	·	4	·	0%
15	CC[C@]12c3[nH]c4cc(-c5ccco5)ccc4c3CCN1C(=O)[C@@H](CC(=O)NCc1ccco1)C[C@@H]2C(=O)N1CCN(C(=O)C2CC2)CC1	-3%	0.2%	-1%	-11	2%	·
16	O=C(NCc1ccc2c(c1)OCO2)C1CCCN(C(=O)c2ccc(Cl)cc2)C1 (stereo not given)	0%	-0.2%	3%	-12	1%	-6%

#	PKM2 activator	Giardia killer	Eya2 inh	Coupling enz	KCNH2 3.1 inh
9	·	-6	15%	·	-23
10	-2%	-24	-14%	3	21
11	-1%	-14	3%	-4	-19
12	·	12	5%	·	-4
13	-20%	6	-2%	0	8
14	0%	-5	·	8	2
15	·	-20	-19%	·	5
16	2%	-20	-1%	1	17

Full records, quoted from the list. Screens in order: uPA generation | B2AR arrestin | Chronic BCR inh | hERG WT inh | USP2a block | GALK inhibitor | PKM2 activator | Giardia killer | Eya2 inh | Coupling enz | KCNH2 3.1 inh
O=C(O)Cn1nnn(-c2ccccc2)c1=S across the screens: -1% | · | · | 4 | · | 0% | 0% | -5 | · | 8 | 2
Cc1ccccc1NC(=O)Cn1nnc(-c2ccc(N3CCOCC3)cc2)n1 across the screens: 3% | 0.0% | 2% | -18 | 3% | 0% | -2% | -24 | -14% | 3 | 21

(listing goes on)
#	smiles	uPA generation	B2AR arrestin	Chronic BCR inh	hERG WT inh	USP2a block	GALK inhibitor
17	CCN1C(=O)/C(=C\c2nc3ccccc3c(=O)n2-c2ccccc2)c2ccccc21	-5%	-0.2%	?	1	0%	-5%
18	CCOC(=O)CNC(=O)N1CCCC(CNS(=O)(=O)c2cccs2)C1 (stereo not given)	4%	-0.5%	5%	-9	2%	-1%
19	CC(C)C(NC(=O)C1CCCCC1)C(=O)NC1CCN(Cc2ccccc2)CC1 (stereo not given)	·	0.1%	9%	·	2%	-2%
20	Cc1ccc(S(=O)(=O)N2CCC(N3CCC(C)CC3)CC2)cc1	-2%	-0.1%	0%	12	3%	-5%
21	O=C(NCCCN1CCCC1)c1ccc2c(c1)N(Cc1ccccc1)CCS2	1%	0.0%	-1%	12	-4%	4%
22	CCN(CC)CCCN(C(=O)Cn1nnc(-c2ccc(OC)c(OC)c2)n1)C(C(=O)NC(C)(C)C)c1ccc(F)cc1 (stereo not given)	0%	-0.7%	?	-15	2%	-1%
23	Cc1ccccc1C(=O)Nc1nc2n(n1)C(c1ccccc1)CC(=O)N2 (stereo not given)	1%	-0.1%	?	-4	1%	0%
24	O=S(=O)(NCCSc1ccccc1)c1cccs1	-3%	-0.3%	10%	-8	1%	1%

#	PKM2 activator	Giardia killer	Eya2 inh	Coupling enz	KCNH2 3.1 inh
17	17%	22	-18%	-4	5
18	4%	-5	-10%	6	1
19	-4%	·	-13%	2	·
20	5%	-9	-3%	·	17
21	1%	-11	-15%	1	-46
22	0%	0	-7%	2	0
23	1%	6	-10%	3	-4
24	-1%	6	11%	2	2

The list continues.
#	smiles	uPA generation	B2AR arrestin	Chronic BCR inh	hERG WT inh	USP2a block	GALK inhibitor
25	O=C(CSc1nc2ccccc2o1)Nc1nncs1	-1%	0.0%	?	-8	2%	-3%
26	Cc1c(CCC(=O)NC2CC2)c(=O)oc2c(C)c(O)ccc12	-10%	-0.9%	?	-3	0%	·
27	[N-]=[N+]=N[C@@H](CCN1CC[C@H](NC(=O)OCc2ccccc2)CCC1=O)c1ccccc1	-4%	0.5%	-2%	4	0%	·
28	COc1cc(-c2nnc(NC(=O)C3=COCCO3)o2)cc(OC)c1OC	1%	0.5%	1%	-17	1%	·
29	CSc1nnc([C@H](C)NC(=O)OC(C)(C)C)o1	·	0.2%	3%	9	2%	0%
30	CCC(=O)Nc1ccc(NC(=S)NC(=O)c2cc3ccccc3o2)cc1	4%	-0.9%	?	-4	3%	1%
31	Cc1cc(C)c(C(=O)CSC2=NC(N)=C(C#N)C3(CCCCC3)C2C(N)=O)cc1C (stereo not given)	-1%	-1.1%	-1%	-1	1%	-1%
32	CC(C)c1ccc(CCNC(=O)CCNC(=O)c2ccc(Br)cc2)cc1	-3%	0.3%	6%	-20	1%	-3%

#	PKM2 activator	Giardia killer	Eya2 inh	Coupling enz	KCNH2 3.1 inh
25	2%	?	-10%	2	-3
26	3%	5	7%	-1	-4
27	-2%	0	2%	5	-1
28	·	12	14%	·	-1
29	-1%	17	2%	-2	19
30	2%	7	1%	5	2
31	-4%	-4	-12%	-2	-13
32	-3%	7	-8%	·	-3

The listing continues.
#	smiles	uPA generation	B2AR arrestin	Chronic BCR inh	hERG WT inh	USP2a block	GALK inhibitor
33	COc1ccc(-n2c(SCC(=O)N3CCCCC3)nc(O)cc2=O)cc1	·	-0.5%	1%	1	-16%	-4%
34	COc1ccc(Cc2nc3c4c(ncn3n2)Oc2ccc3ccccc3c2C4c2ccc(OC)c(OC)c2)cc1 (stereo not given)	0%	-0.9%	?	-1	6%	0%
35	Cc1c(NC(=O)CN2CCCc3ccccc32)c(=O)n(-c2ccccc2)n1C	6%	0.1%	1%	8	-1%	-4%
36	CCOC(=O)CSc1nnc(Cc2ccccc2)n1Cc1ccco1	·	0.2%	-1%	18	-1%	-2%
37	Cc1c(N)cc(N)cc1C(=O)O	0%	-0.2%	0%	-18	14%	0%

#	PKM2 activator	Giardia killer	Eya2 inh	Coupling enz	KCNH2 3.1 inh
33	5%	-10	1%	4	-4
34	1%	-15	-11%	0	-25
35	9%	-5	20%	2	2
36	4%	2	9%	-4	19
37	0%	-6	-2%	-35*	6
